PostGolgi yeast: growth inhibition of a yeast mutant, post-Golgi transport screen | AID 739 | post-Golgi transport phenotypic cell assay | 0.9% of 98,000 active | inhibition, % at 10 µM;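 also: yeast cells grown in 1536-well plates; yeast grown about 18 h at 30C before absorbance read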
PostGolgi ctrl: yeast control strain growth, post-Golgi counter-screen. efflux-deficient yeast background strain, growth absorbance A615, 16 h. inhibition, % at 10 µM. 5% of 98,000 active. AID 738
Starred values were filed as active, the others as inactive. Rule as the data show it: active = inhibition above about 30%; inactive = the rest.

Start of the data: the first 5 records, ahead of the listing:
SMILES	PostGolgi yeast	PostGolgi ctrl
CCC(C)(C)n1nnnc1C(c1cc2cc(C)cc(C)c2[nH]c1=O)N1CCCC1 (centres undefined)	4	12
Cn1c(=O)c2c(nc(N3CCCCC3)n2CCCNC2=NCCCC2)n(C)c1=O	-5	8
CCC(C)SCc1nc2ccccc2[nH]1 (centres undefined)	8	5
CCc1nccn1S(=O)(=O)c1ccc(Br)cc1Br	-2	2
O=C(c1ccc2nc(N3CCOCC3)sc2c1)N1CCCC1	4	4

Main list, from the start:
SMILES	PostGolgi yeast	PostGolgi ctrl
CCC(C)(C)n1nnnc1C(c1cc2cc(C)cc(C)c2[nH]c1=O)N1CCCC1 (centres undefined)	4	12
Cn1c(=O)c2c(nc(N3CCCCC3)n2CCCNC2=NCCCC2)n(C)c1=O	-5	8
CCC(C)SCc1nc2ccccc2[nH]1 (centres undefined)	8	5
CCc1nccn1S(=O)(=O)c1ccc(Br)cc1Br	-2	2
O=C(c1ccc2nc(N3CCOCC3)sc2c1)N1CCCC1	4	4
CC1(C)Cc2c(c(N3CCOCC3)nc3sc(C(=O)N4CCCCC4)c(N)c23)CO1	5	1
Cc1ccc(Cn2ccc(NC(=O)c3cc(-c4cccs4)on3)n2)cc1	-2	11
CCCSc1nnc(-c2ccccc2N)c(=O)[nH]1	8	7
O=C(CCCc1nc(-c2ccccc2)no1)NCc1cccnc1	-1	5
COc1cccc(OC)c1C(=O)N1CCN(c2c(Cc3ccccc3)c(C)nc3ncnn23)CC1	20	-3
COc1ccc(/C(O)=C2/C(=O)C(=O)N(Cc3cccnc3)C2c2ccccn2)cc1 (centres undefined)	-5	-9
C(#Cc1ccc(C#CCN2CCOCC2)cc1)CN1CCOCC1	-1	3
COC(=O)c1cc(-c2ccccc2)n(CC(=O)O)c1C	3	3
Cc1cc(C(=O)OCn2nnc3ccccc3c2=O)c(C)o1	7	-12
O=C(c1ccco1)N1CCN(c2nc3ccccc3n3nnnc23)CC1	5	17
Cc1cc2ccccc2n1CCNC(=O)c1ccc(S(=O)(=O)N2CCOCC2)cc1	3	5
COCCN(Cc1cc2ccccc2[nH]c1=O)C(=O)c1ccccc1OC	-9	-9
CCCn1cc(SCC(=O)Nc2nnc(C)s2)c2ccccc21	4	-2
COc1ccc(Cl)cc1NC(=O)c1cnc2sccn2c1=O	-2	6
COc1ccc(-n2c(N3CCN(C)CC3)nc3sc4c(c3c2=O)CCCCC4)cc1	0	3
CC(=O)OCCNC(=O)Cn1cnc2c1c(=O)n(C)c(=O)n2C	-1	6
CCOC(=O)N1CCC(NC(=O)C2CCN(S(=O)(=O)c3cnc[nH]3)CC2)CC1	4	3
O=C(COC(=O)c1cc2ccccc2o1)c1ccccc1	2	9
COc1ccc(CCN(Cc2cc3cc(C)ccc3[nH]c2=O)C(=O)N2CCCC2)cc1OC	-6	-8
CC(=O)Nc1ccc(S(=O)(=O)Nc2ncccn2)cc1	-4	-12
O=C(Nc1ccccc1)c1cccnc1N1CCOCC1	-15	15
CCOC(=O)CNC(=O)Nc1nnc(-c2ccc(OCC)cc2)o1	-6	1
C=CCNc1ncnc2c1cnn2-c1ccc(Cl)cc1	-2	10
CC1CCCN(Cc2nc3c(c(=O)n(C)c(=O)n3C)n2Cc2c(F)cccc2Cl)C1 (centres undefined)	-5	15
CC1(C)NC(=O)N(CCCCOc2cccc(C(F)(F)F)c2)C1=O	20	13
COC(=O)c1cn(C(C)C(=O)NCc2ccco2)c2ccccc12 (centres undefined)	-6	19
O=c1oc2ccccc2n1CCCOc1ccccc1	2	1
COC(=O)c1ccc(=O)n(Cc2ccco2)c1	8	-2
CCOC(=O)N1CCC(Nc2ncnc3c2cnn3-c2ccccc2)CC1	-3	10
O=C(NCC1CCCO1)NC12CC3CC(CC(C3)C1)C2 (centres undefined)	-1	-2
COc1ccc(C(c2nnnn2Cc2cccs2)N2CCN(c3ccccc3F)CC2)cc1OC (centres undefined)	-4	4
Cn1nnnc1Sc1ncnc2scc(-c3ccccc3)c12	10	13
COc1ccc(CCNC(=O)c2c[nH]c3ccccc3c2=O)cc1OC	4	9
CC12CN3CC(C)(CN(C1)C3c1ccc(Br)cc1O)C2 (centres undefined)	-8	13
CC(=O)Nc1cccc(NC(=O)c2ccco2)c1	7	3
Cc1ccc2oc(=O)c3cc(C(=O)NCCN4CCN(C)CC4)sc3c2c1	-2	3
Fc1ccccc1N1CCN(c2nc3ccccc3n3nnnc23)CC1	0	11
Cc1ccc(S(=O)(=O)N2CCC(C(=O)O)CC2)cc1C(=O)O	11	3
CCOC(=O)N1CCc2c(sc(NC(=O)c3ccc(S(=O)(=O)N4CCCC4)cc3)c2C#N)C1	7	10
Cc1cccc(NS(=O)(=O)c2cccc3cccnc23)n1	8	12
CCCc1cc(C(=O)Nc2ccccc2SC)no1	-3	2
COCCCNC(=O)CCCn1c(=O)c2ccccc2n(CC(=O)Nc2c(C)cccc2C)c1=O	-5	0
CCOC(=O)c1cnc(SCC(=O)c2ccc3c(c2)OCCO3)nc1N	5	6
CCS(=O)(=O)N1CCN(C(=O)c2cccc(OC)c2)CC1	-3	4
COc1cc(CN(C)CCc2ccccn2)cc(OC)c1OC	-1	7
CN(C)c1nc(N)nc(-c2cccnc2)n1	-16	3
Cn1c2c(c(=O)n(C)c1=O)C1c3ccccc3OCC1C(C)(C)O2 (centres undefined)	8	8
CN1C(=O)C(O)(CC(=O)c2ccccc2O)c2cc(Br)ccc21 (centres undefined)	-12	5
CCOC(=O)c1sc(N)c(C#N)c1CSc1nc2ccc(OCC)cc2[nH]1	-6	-1
COc1cc2c(C(=O)NCc3ccccn3)cn(CC(C)C)c(=O)c2cc1OC	-19	1
N#Cc1cn(CC(=O)NCCc2c[nH]c3ccccc23)c2ccccc12	3	2
Cc1nonc1NC(=O)CSc1nc2cc(Cl)ccc2c2c1CCCC2	-6	-9
Cn1c(SCC(=O)Nc2cccc(F)c2)nnc1-c1cccnc1	1	14
CCOC(=O)C1CCN(CC(=O)N2C(C)CCCC2C)CC1 (centres undefined)	-2	-9
Cc1nn(C)c(C)c1S(=O)(=O)N(CC(=O)NCc1ccco1)c1ccc(C(C)C)cc1	-1	-1

Some of these compounds in order of length of the SMILES, descending.
SMILES	PostGolgi yeast	PostGolgi ctrl
Cc1nn(C)c(C)c1S(=O)(=O)N(CC(=O)NCc1ccco1)c1ccc(C(C)C)cc1	-1	-1
COc1cc2c(C(=O)NCc3ccccn3)cn(CC(C)C)c(=O)c2cc1OC	-19	1
CN(C)c1nc(N)nc(-c2cccnc2)n1	-16	3

Further entries.
SMILES	PostGolgi yeast	PostGolgi ctrl
CCn1c(Cn2nnc(-c3ccccc3)n2)nnc1SCC(=O)Nc1ccc(N(C)C)cc1	-3	3
CNc1nc(-c2ccc(Cl)cc2)cs1	-8	16
Cc1cc(C(F)(F)F)nn1CCCNC(=O)c1cnccn1	4	20
Cc1nn(C)c(C)c1S(=O)(=O)N(CC(=O)Nc1nccs1)c1ccc(C(C)C)cc1	-1	5
COCCN1Cc2cccc(C(=O)Nc3ccccc3OC)c2C1=O	-6	16
NC(=O)NC1CCCc2c1[nH]c1ccc(Cl)cc21 (centres undefined)	-2	16
O=S(=O)(Cc1ccccc1)NCC1CCCO1 (centres undefined)	5	-10
COc1cccc(-c2nnc3sc(-c4ccco4)nn23)c1	8	4
Cc1nn(CC(C)C)c(=S)[nH]c1=O	1	5
Cc1cc(C(=O)CSc2nnc(-c3cccs3)o2)c(C)n1-c1ccccc1	-2	20
O=C(CSc1nc2ccccc2[nH]1)NCCCn1ccnc1	6	3
O=C(COC(=O)c1ccccn1)c1ccc(Br)cc1	2	5
CCOc1ccc(OCC)c(NC(=O)CN2CCN(c3cccc(C)c3)CC2)c1	3	28
Cc1cc(C(=O)N2CCN(S(C)(=O)=O)CC2)cs1	5	-1
Cn1c(SCC(=O)Nc2ccccc2F)nnc1-c1cccnc1	-6	4
CCOc1ccc(OCC)c(NC(=O)CN2CCN(c3cccc(C)c3C)CC2)c1	8	16
CCN(CC)c1ccc(NC(=O)C2CC3CCC2C3)cc1 (centres undefined)	-10	4
CCCNc1nc2c(c(=O)[nH]c(=O)n2C)n1CCc1ccccc1	1	-4
COc1ccc(N2CCN(Cc3nc4c(c(=O)n(C)c(=O)n4C)n3Cc3cccc(C)c3)CC2)cc1	-8	23
CCN(CC)c1nc(-c2nn[nH]n2)nc(N(CC)CC)n1	-6	-2
O=C(NC(Cc1ccccc1)C(=O)OCC(=O)N1CCc2ccccc21)c1ccco1 (centres undefined)	-2	-10
CC(NC(=O)c1ccco1)C(c1cccs1)N1CCN(c2ccccc2)CC1 (centres undefined)	-8	4
CCOC(=O)C1CCCN(c2cc(=O)n(-c3ccccc3Cl)c(=O)[nH]2)C1 (centres undefined)	-2	20
CCCCCOc1ccccc1C(=O)NCCCC(=O)O	2	8
C/C(=C1\SC(N2CCOCC2)=NC1=O)c1ccccc1	12	-1
COC(=O)c1ccccc1NC(=O)CN1CCN(C23CC4CC(CC(C4)C2)C3)CC1	-5	14
CCOC(=O)c1sc(NCc2ccco2)c(-c2nc3ccccc3s2)c1N	-4	1
Cc1cc(=O)n2nc(-c3ccccc3)sc2c1C#N	-1	4
O=C(CC(c1ccco1)S(=O)(=O)c1ccccc1)c1ccc(F)cc1 (centres undefined)	-6	3
Clc1ccc(-n2nnnc2-c2ccccc2)cc1	17	8
C=CCn1c(SCC(=O)c2cccs2)nnc1-c1cccc(OC)c1	-1	-1
CC(C)Sc1nc2c(c(=O)n1C)SC(C)C2 (centres undefined)	-7	10
CCOC(=O)c1c(C)c(C(=O)NCc2ccccn2)c(C)n1CC	-1	19
CC(C)N1CCc2c(sc(NC(=O)c3ccc(S(=O)(=O)N4CCOCC4)cc3)c2C(N)=O)C1	-11	6
CC(C)N1CCc2c(sc(N)c2C#N)C1	0	6
CCn1c(SCC(=O)Nc2nnc(C)s2)nc2c(c1=O)SC(C)C2 (centres undefined)	-7	39*
CC(=O)N1c2ccccc2NC2=C(C(=O)CCC2)C1c1cccnc1 (centres undefined)	5	6
Nc1nonc1-c1nc2ccccc2n1CC(=O)N1CCCCC1	-3	-6
O=c1oc2c(CN3CCOCC3)c(O)ccc2c2c1CCCC2	-4	4
O=C(C1CC1)N1CCc2cc(Br)cc(S(=O)(=O)NCCN3CCOCC3)c21	10	21
CCN1CCN(C(CNS(=O)(=O)c2ccc(OC)cc2)c2cccnc2)CC1 (centres undefined)	2	2
CCn1ncc(C2=NOC(C(=O)Nc3cccnc3)C2)c1C (centres undefined)	5	1
CC(C)CCNc1cc(=O)n(C)c(=O)n1C	-4	0
COC(=O)c1cn[nH]c1N	1	2
O=C(c1ccco1)N1CCN(C(=O)C2Cc3ccccc3CN2S(=O)(=O)c2ccc(F)cc2)CC1 (centres undefined)	-4	5
Cc1ccc(S(=O)(=O)N2CCCC2C(=O)Nc2ccc(O)cc2)cc1 (centres undefined)	2	5
CC(C)Cc1cc(C(=O)Nc2ccc(F)cc2F)no1	6	7
COc1ccc(N/C=C2\CCOC2=O)cc1	4	2

Quoted from the entries so far, 4 compounds:
SMILES	PostGolgi yeast	PostGolgi ctrl
CCn1ncc(C2=NOC(C(=O)Nc3cccnc3)C2)c1C (centres undefined)	5	1
CC(C)CCNc1cc(=O)n(C)c(=O)n1C	-4	0
COC(=O)c1cn[nH]c1N	1	2
O=C(c1ccco1)N1CCN(C(=O)C2Cc3ccccc3CN2S(=O)(=O)c2ccc(F)cc2)CC1 (centres undefined)	-4	5

Screening data as filed in PubChem BioAssay.

The list is partial; count on the stated rates, not on these rows.
